Screening results deposited in PubChem BioAssay by National Center for Advancing Translational Sciences (NCATS).
PI4K2A block: PI4K2A (human) kinase inhibition; Q9BTU6; purified PI4K2A, ADP-Glo luminescence, 1 h; hits give low values; activity change, negative = inhibition, % at 76.9 µM; hit rate 0.13% among 420,000; in the data active = activity change below about -50%; inconclusive = mostly about -30% to -49%;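 also: -100% = wells without enzyme as full effect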
Target sequence (Q9BTU6 whole entry, looked up): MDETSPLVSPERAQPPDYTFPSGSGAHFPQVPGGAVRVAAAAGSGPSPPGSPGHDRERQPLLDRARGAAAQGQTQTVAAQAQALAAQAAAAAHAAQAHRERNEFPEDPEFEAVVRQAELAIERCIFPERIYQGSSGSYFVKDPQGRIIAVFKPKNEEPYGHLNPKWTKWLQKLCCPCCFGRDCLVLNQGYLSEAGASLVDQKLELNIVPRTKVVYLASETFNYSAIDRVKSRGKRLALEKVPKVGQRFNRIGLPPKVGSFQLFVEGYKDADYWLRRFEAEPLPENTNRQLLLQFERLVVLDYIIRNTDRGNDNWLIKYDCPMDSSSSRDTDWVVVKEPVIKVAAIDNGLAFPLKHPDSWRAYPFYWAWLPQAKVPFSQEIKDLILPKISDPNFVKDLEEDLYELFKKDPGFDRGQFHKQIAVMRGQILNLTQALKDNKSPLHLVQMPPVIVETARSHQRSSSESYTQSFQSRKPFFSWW
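Compounds are screened against recombinant PI4K2A using PI as substrate and ATP, the latter dispensed at 300 microM. Reactions run one hour at ambient temperature before ADP-Glo detection; full inhibition defined by wells lacking enzyme.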
Pin1 inh: blocks the human prolyl isomerase Pin1 | hit rate 0.009% among 390,000 | AID 504891 | Potency, µM (doses to about 115 µM), without a hit: at the highest dose activity, negative = inhibition, most hits filed as inhibitors | Q13526 | Pin1 FP peptide displacement, HiFluor488, 10 min; active = well fitted inhibition curve with a large enough effect in the polarisation, with a control signal flat, not every such curve was filed as active; inconclusive = small, poorly fitted or top-dose-only effect, or effect the other way, or a change in a side signal; inactive = no such curve, though single readings can be large or run the other way; the % refers to the polarisation; also: potency is read from the fitted curve at half-maximal effect
Target sequence (Q13526 whole entry, looked up): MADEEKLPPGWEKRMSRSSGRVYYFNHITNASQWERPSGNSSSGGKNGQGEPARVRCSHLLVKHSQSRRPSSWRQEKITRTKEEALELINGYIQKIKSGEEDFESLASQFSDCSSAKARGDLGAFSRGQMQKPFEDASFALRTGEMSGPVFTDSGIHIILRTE
BAZ2B block: BAZ2B (human) inhibition | hit rate 4.4% among 360,000 | AlphaScreen BAZ2B-H3K14Ac peptide displacement | Q9UIF8 | AID 504333 | Potency, µM (doses to about 114 µM), inactives show at the highest dose activity change, negative = inhibition, most hits filed as inhibitors; also: potency is read from the fitted curve at half-maximal effect; nearly all actives have a fitted effect of over 60% in size
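Protein-peptide AlphaScreen: BAZ2B 50 nM, b-H3K14Ac 50 nM, 1x PBS pH 7.4 + 0.01% Tween-20. Preincubation 30 min RT; cpd 30 min RT (top 110 uM); beads 20 min RT, light-protected.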
G9a inh: inhibitors of human histone lysine methyltransferase G9a; Potency, µM (top dose mostly 102 µM), for inactives: at the highest dose activity, negative = inhibition, actives largely listed as inhibitors; AID 504332; G9a H3K9 monomethylation, AlphaScreen, 2 h; Q96KQ7; hit rate 8.8% among 350,000; also: potency is read from the fitted curve at half-maximal effect; nearly all actives have a fitted effect of over 75% in size
Target sequence (Q96KQ7 913-1193 limits assumed): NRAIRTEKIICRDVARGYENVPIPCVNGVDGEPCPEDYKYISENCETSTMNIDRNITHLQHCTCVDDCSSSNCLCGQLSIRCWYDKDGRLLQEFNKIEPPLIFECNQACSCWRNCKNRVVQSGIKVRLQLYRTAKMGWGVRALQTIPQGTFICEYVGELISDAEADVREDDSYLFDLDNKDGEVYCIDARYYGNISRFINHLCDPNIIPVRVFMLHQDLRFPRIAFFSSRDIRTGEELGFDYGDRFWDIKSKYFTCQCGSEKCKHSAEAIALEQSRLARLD
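Chemiluminescent proximity detection of H3K9 monomethylation, read after 10 min bead incubation in the dark. Reaction: 20 nM G9a, 500 nM biotin-H3K9 peptide, 20 uM SAM cofactor, 2 h, room temperature, following 15 min enzyme-compound preincubation.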
GLS inhibitor: inhibitors of human glutaminase (GLS). O94925. GLS enzymatic activity, qHTS titration. Potency, µM (titrated, usually from 45.5 µM), inactives show top-dose activity change, negative = inhibition, actives largely listed as inhibitors. hit rate 0.21% among 410,000; also: potency is read from the fitted curve at half-maximal effect
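hKGA in 45 mM KH2PO4 (pH 8.2), 0.02% Tween-20 with compound, then 1mM L-Glutamine (stock as added) plus glutamate oxidase/HRP/Amplex red coupling mix. Fluorescence read initially and after 30 min at RT; signal change reflects glutamate formation.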
JMJD2A Tudor: JMJD2A Tudor domain (human) inhibition | AlphaScreen JMJD2A-Tudor / H3K4me3 peptide binding | hit rate 4.4% among 390,000 | O75164 | Potency, µM (titrated, usually from 114 µM), inactives show at the top dose activity change, negative = inhibition, hits mostly inhibitors; also: potency is read from the fitted curve at half-maximal effect; nearly all actives have a fitted effect of over 50% in size
* hit, by the source's call; i = inactive; ? = inconclusive; . = no result given; & = joins results of further samples; ! = repeats disagree; [ ] = another dose, or the depositor's remark. Unless noted, calls follow the shape of the dose curve; as a rule, active = well fitted curve in the direction sought with a large enough effect; inconclusive = small, poorly fitted or top-dose-only effect, or another doubt; inactive = no such curve, though single readings can be large; an effect the other way counts as inactive or inconclusive. Unless noted, % is scaled to controls: 0 for no effect and ±100 for the full control effect. An excerpt. The share of hits here may be higher or lower than overall.

No.	smiles	PI4K2A block	Pin1 inh	BAZ2B block	G9a inh	GLS inhibitor	JMJD2A Tudor
1	O=C(Nc1cccc(OC(F)(F)F)c1)C1Cc2c(-c3ccc(Cl)cc3)ccnc2O1 (centres undefined)	3	.	.	.	2%	.
2	CC(=O)Nc1ccc(Nc2nccc(C)n2)cc1	-2	.	.	.	19%	.
3	CCc1nc2ccc(C(=O)NCCc3ccccn3)cn2c1N(C)CCC(C)C	-3	.	.	.	6%	.
4	O=C(NCc1cccnc1)c1cc(C2CCCN(C(=O)c3cccc(O)c3)C2)on1 (centres undefined)	-1	.	.	.	1%	.
5	CC1(C(=O)NC2CCN(Cc3ccccc3)CC2)CCN1Cc1ccc(OC(F)(F)F)cc1 (centres undefined)	0	.	.	.	7%	.
6	COc1ccc(S(=O)(=O)NC(=O)C2(C)CCN2C(=O)Cc2ccccc2Cl)cc1OC (centres undefined)	0	.	.	.	0%	.
7	Cc1cc(Br)cn2c(Cc3ccccc3)c(-c3ccc(C#N)cc3)nc12	-6	.	.	.	-3%	.
8	Cc1ccc(-c2nc3cc(C)c(Br)c(C)n3c2Cc2ccccc2)cc1	2	.	.	.	16%	.
9	C[C@H](c1ccccc1)N1C[C@H](COCc2ccccc2)Oc2cc(N3CC[C@@H](O)C3)ccc2S1(=O)=O	-1	.	.	.	1%	.
10	CCOC(=O)[C@]12CCC=C1N(Cc1ccc(Cl)cc1Cl)C(=O)[C@H](CC(=O)NCCC(C)C)C2	2	.	.	.	-22%	.
11	NC(CO)c1csc(NC(=O)Nc2cccc(Cl)c2)n1 (centres undefined)	10	.	.	.	12%	.
12	Cc1ccc(S(=O)(=O)Nc2ccc(Nc3nccn4c(-c5ccc6ccccc6c5)cnc34)cc2)cc1	-1	.	.	.	19%	.
13	CC1(C(=O)NS(=O)(=O)Cc2ccccc2)CCN1C(=O)Cc1ccc(-c2ccccc2)cc1 (centres undefined)	3	.	.	.	1%	.
14	CC(=O)Nc1ccc(NC(=O)C2Cc3c(-c4cccc(F)c4)ccnc3O2)cc1 (centres undefined)	-5	.	.	.	-1%	.
15	N[C@@H](Cc1ccc(O)c(I)c1)C(=O)O	2	.	6%	7%	.	.
16	O=C(C1CCCCC1)N1CC(=O)N2CCc3ccccc3C2C1 (centres undefined)	2&3	.	-24%	-3%[59 µM]	.	.
17	N[C@@H](Cc1c[nH]c2ccccc12)C(=O)O	2	.	50µM*	8.4µM*!	.	.
18	O=C1[C@H](CC[C@H](O)c2ccc(F)cc2)[C@@H](c2ccc(O)cc2)N1c1ccc(F)cc1	0	.	-34%	5%[59 µM]	.	.
19	O=C(OCC#CCSc1nnc(-c2cccc3ccccc23)o1)c1ccncc1	-2	0%	.	.	.	-6%
20	Fc1c(-c2ccc3ncnc(NCc4cccs4)c3c2)ccc2c1OCO2	-3	16%	.	.	.	-24%
21	O=C(OCC#CCSc1nnc(-c2cccs2)o1)c1ccc(F)cc1	-1	-7%	.	.	.	50%[activator]
22	O=C(OCC#CCSc1nnc(-c2cccc3ccccc23)o1)c1ccc(C(F)(F)F)cc1	7	4%	.	.	.	7%
23	O=C(OCC#CCSc1nnc(-c2cccc3ccccc23)o1)c1sccc1Cl	6	-1%	.	.	.	31%[activator]
24	COc1ccc(C2Nc3ccccc3C(=O)N2Cc2ccncc2)cc1COc1ccc(NC(C)=O)cc1 (centres undefined)	-1	1%	.	.	.	79µM*
25	CCn1cnc2c(NCc3cccnc3)nc(C#N)nc21	-4	-1%	.	.	.	-25%

The final 3 compounds of the section above come first, to join the parts:
No.	smiles	PI4K2A block	Pin1 inh	BAZ2B block	G9a inh	GLS inhibitor	JMJD2A Tudor
23	O=C(OCC#CCSc1nnc(-c2cccc3ccccc23)o1)c1sccc1Cl	6	-1%	.	.	.	31%[activator]
24	COc1ccc(C2Nc3ccccc3C(=O)N2Cc2ccncc2)cc1COc1ccc(NC(C)=O)cc1 (centres undefined)	-1	1%	.	.	.	79µM*
25	CCn1cnc2c(NCc3cccnc3)nc(C#N)nc21	-4	-1%	.	.	.	-25%
26	O=S(=O)(c1ccccc1)N1CCN(S(=O)(=O)c2ccc3c(c2)OCCO3)CC1	-3	-2%	.	.	.	-11%
27	O=C(OCC#CCSc1nnc(-c2cccc3ccccc23)o1)c1cccc(F)c1	6	6%	.	.	.	40%[activator]
28	Cc1nc2ccccn2c1C(O)(c1ccccc1)c1ccccc1	-1	0%	.	.	.	-24%
29	Cn1ccc2cc(S(=O)(=O)N3CCN(S(=O)(=O)c4c(F)cccc4F)CC3)ccc21	-2	5%	.	.	.	-12%
30	CN(Cc1cccs1)c1ncnc2ccc(-c3ccc4c(c3)OCO4)cc12	-9	7%	.	.	.	?
31	O=C(OCC#CCSc1nnc(-c2cccc3ccccc23)o1)c1ccccc1	-1	2%	.	.	.	51%[activator]
32	COc1ccccc1C1c2c(ncn(-c3ccccc3)c2=N)Oc2ccc3ccccc3c21 (centres undefined)	-2	52%[activator]	.	.	.	56µM*
33	Cc1cc(NS(=O)(=O)c2ccc3c(c2)CCC(=O)N3)ccc1Cl	4	-5%	.	.	.	-25%
34	O=C(OCC#CCSc1nnc(-c2cccc3ccccc23)o1)c1cc(F)c(F)c(F)c1	3	0%	.	.	.	21%
35	O=C(OCC#CCSc1nnc(-c2cccc3ccccc23)o1)c1ccc(F)c(F)c1	-1	-2%	.	.	.	38%[activator]
36	Oc1ccc(CNc2ccccc2C(F)(F)F)c2cccnc12	-14	1%	.	.	.	56µM*
37	Oc1ccc(/C=C/c2c(F)cccc2F)c2cccnc12	-1	0%	.	.	.	?
38	Cc1ccc2c(Br)cc(Br)c(O)c2n1	-4	.	.	?	0%	.
39	O=C1c2ccccc2S(=O)(=O)N1CCCCN1CCN(c2ncccn2)CC1	-1	.	.	10%[12.7 µM]	24%	.
40	CC(C)C[C@@H](COCc1cccc(Cl)c1)N1CCN(C(=O)c2cccc(C(F)(F)F)c2)CCC1=O	-1	.	.	13%[59 µM]	2%	.
41	COc1cc(OC)cc(OC)c1	2	.	.	?	-2%	.
42	CCCCCCCCCCCCSCCOCCO	1	.	.	33%[59 µM]	-3%	.
43	CN(CCCN1c2ccccc2CCc2ccccc21)CC(=O)c1ccc(Cl)cc1	-1	.	.	?	-15%	.
44	CSc1ccc(/C=C2/C(C)=C(CC(=O)O)c3cc(F)ccc32)cc1	-2	.	.	?	-4%	.
45	COc1cc(C(=O)N2CCCCCCC2)cc(OC)c1OC	0	.	.	-3%[12.7 µM]	-2%	.
46	COc1ccc(Cc2cnc(N)nc2N)cc1OC	4	.	.	-5%[12.7 µM]	8%	.
47	Cc1ccc(S(=O)(=O)N2CCC(=O)N([C@H](COCc3ccc(C(F)(F)F)cc3)Cc3ccccc3)CC2)cc1	-1	.	.	15%[59 µM]	1%	.
48	O=c1[nH]cnc2nc[nH]c12	2	.	.	-5%[12.7 µM]	3%	.
49	COc1nc(N)nc2c1ncn2[C@@H]1O[C@H](CO)[C@@H](O)[C@@H]1O	-3&-2	.	.	?	3%	.
50	Cc1cc(C)c(NC(=O)CN(CC(=O)O)CC(=O)O)c(C)c1Br	0	.	.	4%[2.33 µM]	46%[activator]	.
51	CC(C)(C)C(=O)OCOP(=O)(COCCn1cnc2c(N)ncnc21)OCOC(=O)C(C)(C)C	2&-3	.	.	6.3µM*	6%	.
52	Nc1ccc(S(=O)(=O)Nc2ccccc2)cc1	-1	.	.	16%[12.7 µM]	12%	.
53	CCCCCCCCCCCCCC[N+](C)(C)C	0	.	.	-1%[12.7 µM]	5%	.
54	[O-][n+]1ccccc1SSc1cccc[n+]1[O-]	i	.	.	1.3µM*	52%[activator]	.
55	Cc1cc2c(OCC(CNC(C)(C)C)OC(=O)c3ccccc3)cccc2[nH]1 (centres undefined)	-1&4	.	.	16µM*	-6%	.
56	CCc1oc2ccccc2c1C(=O)c1cc(I)c(O)c(I)c1	-2	.	.	-40%[59 µM]	4%	.
57	C[N+](C)(C)CC[N+]1(C)Cc2c(Cl)c(Cl)c(Cl)c(Cl)c2C1	-1	.	.	-3%[59 µM]	3%	.
58	CC1=C(C(=O)OC(C)C)C(c2cccc([N+](=O)[O-])c2)C(C(=O)OC2CN(C(c3ccccc3)c3ccccc3)C2)=C(N)N1 (centres undefined)	1	.	.	-7%[12.7 µM]	1%	.
59	CC1(CN2CCC(n3c(=O)[nH]c4ccccc43)CC2)OCc2ccccc2-n2cccc21 (centres undefined)	1	.	.	?	18%	.
60	Cc1ccc(O)c2ncccc12	-3	.	.	30%[12.7 µM]	-2%	.
61	CC(=O)N[C@@H](CCC(=O)O)C(=O)O	5	.	.	5%[12.7 µM]	5%	.
62	O[C@@H]1CO[C@H]2[C@@H]1OC[C@@H]2O	0	.	.	?	6%	.
63	O=S1(=O)OC(c2ccc(O)cc2)(c2ccc(O)cc2)c2ccccc21	-8	.	.	?	51%[activator]	.
64	Cc1cccc(C(=O)N2CCC(=O)N([C@H](COCc3cccc(Cl)c3)Cc3ccccc3)CC2)c1	-2	.	.	4%[59 µM]	-5%	.
65	CC(=O)N[C@@H](Cc1ccc(O)cc1)C(=O)O	4	.	.	23%[59 µM]	-2%	.
66	O=C(Oc1ccccc1C(=O)O)c1ccccc1O	-1	.	.	-31%[2.33 µM]	7%	.
67	CCN(CCO)CCCC(C)Nc1ccnc2cc(Cl)ccc12 (centres undefined)	i	.	.	27%[59 µM]	-2%	.
68	NC(=O)C(=O)N/N=C/c1ccc([N+](=O)[O-])o1	-6	.	.	26%[59 µM]	-7%	.
69	O=C(OCCOCCO)c1ccccc1Nc1cccc(C(F)(F)F)c1	2	.	.	4%[5.15 µM]	4%[20 µM]	.
70	Cc1cccc(C(=O)N2CCC(=O)N([C@H](COCc3ccccc3)Cc3ccccc3)CC2)c1	-3	.	.	8%[59 µM]	3%	.
71	O=C(O)c1cc2cc(Cc3cccnc3)ccc2o1	-5	.	.	11%[59 µM]	-1%	.
72	CC(=O)OCC(=O)[C@@]1(O)[C@H](OC(C)=O)C[C@H]2[C@@H]3CCC4=CC(=O)C=C[C@]4(C)[C@@]3(F)[C@@H](O)C[C@@]21C	1	.	.	37%[59 µM]	1%	.
73	CCCCCCCCCCCCCCCC(=O)OC(C)C	1	.	.	20%[59 µM]	7%	.
74	CCOC(=O)n1ccn(C)c1=S	1	.	.	-3%[21.5 µM]	0%[20 µM]	.
75	CCC(C)(C)c1ccc(CC(C)CN2C[C@@H](C)O[C@@H](C)C2)cc1 (some centres undefined)	-4	.	.	12%[12.7 µM]	5%	.
76	C#Cc1cccc(Nc2ncnc3cc(OCCOC)c(OCCOC)cc23)c1	-6&1	.	.	?	-11%	.
77	O=C(O)CCCCC(=O)O	-1	.	.	-3%[59 µM]	-2%	.

Single records (already shown). Values in the order: PI4K2A block, Pin1 inh, BAZ2B block, G9a inh, GLS inhibitor, JMJD2A Tudor
Results for `CC(C)(C)C(=O)OCOP(=O)(COCCn1cnc2c(N)ncnc21)OCOC(=O)C(C)(C)C` → 2&-3, ., ., 6.3µM*, 6%, .
Results for `CC(=O)OCC(=O)[C@@]1(O)[C@H](OC(C)=O)C[C@H]2[C@@H]3CCC4=CC(=O)C=C[C@]4(C)[C@@]3(F)[C@@H](O)C[C@@]21C` → 1, ., ., 37%[59 µM], 1%, .
Results for `CC(=O)N[C@@H](Cc1ccc(O)cc1)C(=O)O` → 4, ., ., 23%[59 µM], -2%, .
